Compound activity from PubChem BioAssay.
NOD1 NF-kB reporter = NOD1 signaling inhibitors, primary screen, cell-based, luminescence, uHTS (AID 1578); NOD1-driven NF-kB luciferase reporter cells, luminescence; higher % means a stronger effect; inhibition, % at 4 µM; hits with a dose series show EC50 in µM; hit rate 1% among 290,000; in the data active = inhibition mostly above about 36%, no sharp cut-off; inactive = mostly below about 34%;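 also: HEK-293T reporter cells stimulated with the NOD1 agonist gamma-tri-DAP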
NOD2 inhibition = NOD2 signaling inhibitors, cell-based, luminescence, uHTS, HEK293 (AID 1566) | hit rate 0.63% among 290,000 | HEK293 NOD2/NF-kB luciferase reporter, luminescence; higher % means a stronger effect | inhibition, % at 4 µM, or EC50 in µM where a hit was titrated; in the data active = inhibition above about 50%; also: many of its hits are not listed in these tables
Starred values were filed as active, the others as inactive. This is a subset; count on the stated rates, not on these rows.

SMILES | NOD1 NF-kB reporter | NOD2 inhibition
O=C(CCNC(=O)C1CCN(S(=O)(=O)c2ccccc2)CC1)NC1CC1 | -16% | 10%
Cn1c(=O)c(C(N)=S)cn(-c2ccccc2)c1=O | -8% | -3%
Cc1c(NC(=O)Nc2ccc(F)cc2F)c(=O)n(-c2ccccc2)n1C | 7% | 14%
OC(CN1CCN(c2ccccc2F)CC1)c1ccc(F)cc1 (centres undefined) | -11% | -32%
CC(=O)Nc1ccc(NC(=O)CSc2nnc(NC(=O)Cc3ccc(F)cc3)s2)cc1 | -7% | -5%
Cn1nccc1C(=O)NC1CC(C)(C)Cc2c1cnn2-c1ccc(F)cc1 (centres undefined) | -12% | 4%
Cc1noc(C)c1C(=O)Nc1nc2ccc(Cl)cc2s1 | -25% | -38%
COc1cc(C(=O)NCc2ccncc2)cc(Br)c1OCc1ccccc1 | 2% | 23%
CC1CCCC(C)N1CCCNC(=O)c1ccc2nc(N3CCOCC3)sc2c1 (centres undefined) | -1% | 10%
CCOc1ccc(-c2c(=O)n(O)c3ccccc3[n+]2[O-])cc1 | -2% | -21%
CCOC(=O)c1ccc(NC(=O)c2c(Cl)cc(C)nc2C)cc1 | 13% | 3%
COc1ccc(-c2csc(-n3cccn3)n2)cc1 | -23% | -89%
C=CCNC(=O)COCc1cc(-c2ccc3c(c2)OCO3)on1 | -14% | 0%
N/C(=N\OC(=O)c1ccc(Cl)cc1)c1ccn[nH]1 | -59% | -87%
COc1cc(NC(=O)c2sc3ncn(CC(=O)N4CCC(C)CC4)c(=O)c3c2C)cc(OC)c1OC | -6% | 1%
CC1CN(c2ccccc2)c2nc3c(c(=O)[nH]c(=O)n3C)n2C1 (centres undefined) | -11% | 3%
CC1(C)SC2c3ccccc3C(=O)N2[C@@H]1C(=O)NC1CCCC1 (some centres undefined) | -9% | -11%
C=CCN(CC=C)C(=O)CN1C(=O)NC(c2ccccc2)(c2ccccc2)C1=O | 27% | 18%
CCn1c(SCC(=O)Nc2nncs2)nnc1C(C)NC(=O)c1ccccc1Br (centres undefined) | -14% | -1%
O=[N+]([O-])c1cccc(CN2CCCCCC2)c1 | 82%* | -34%
CCOc1cccc(/C=C(/C#N)c2nc3ccccc3[nH]2)c1OCC(=O)O | -18% | 16%
O=C(NC1CCN(C(=O)Nc2cccc(Cl)c2)CC1)c1ccco1 | -47% | 4%
O=C(c1ccc2oc(CCCc3ccccc3)nc2c1)N1CCCC(CCCO)C1 (centres undefined) | -31% | -2%
Cc1oc2ccc(OCc3ccccc3Cl)cc2c1C(=O)O | -12% | 21%
COc1ccc(C(OCC(O)CNCCc2ccccc2)c2ccc(OC)cc2)cc1 (centres undefined) | -15% | 4%

A portion of the results above, as a working copy:
SMILES | NOD1 NF-kB reporter | NOD2 inhibition
O=C(CCNC(=O)C1CCN(S(=O)(=O)c2ccccc2)CC1)NC1CC1 | -16% | 10%
Cn1c(=O)c(C(N)=S)cn(-c2ccccc2)c1=O | -8% | -3%

The list continues:
SMILES | NOD1 NF-kB reporter | NOD2 inhibition
CCc1ccc(OCC(=O)Nc2ccc3oc(=O)ccc3c2)cc1 | -3% | -2%
COc1ccc2sc(NCc3ccccc3)nc2c1 | -6% | -62%
CC1CCCCC1NC(=O)CCCn1c(=S)[nH]c2ccsc2c1=O (centres undefined) | -14% | 14%
Cc1ccc(S(=O)(=O)c2c(O)c3ccc(C(=O)O)cc3[nH]c2=O)cc1 | -14% | 0%
COc1ccc(/C=C2\SC(=S)N(CCC(=O)Nc3cccc(C(=O)O)c3)C2=O)cc1 | 28% | -4%
CC1CCN(CC(=O)Nc2nc(-c3ccccc3)cs2)CC1 | -26% | -8%
COc1ccccc1-c1noc2ncnc(Nc3cccc(C)c3)c12 | -8% | 2%
COc1ccccc1C(=O)Nc1ccc2c(c1)nc1n2CCN(C2CCCCC2)C1 | -32% | -4%
Cc1cc(C)nc(NS(=O)(=O)c2ccc(NC(=O)Cc3ccccc3F)cc2)n1 | 24% | 17%
CCOC(OCC)c1cn(Cc2ccc3c(c2)C(=O)c2ccccc2C3=O)nn1 | -18% | 9%
CCCS(=O)(=O)Nc1cccc(-c2cn3c(n2)SCC3)c1 | -6% | 8%
CCCn1c(=S)[nH]c2cc(C(=O)N3CCN(C(=O)OCC)CC3)ccc2c1=O | -12% | 18%
CCN(CC)S(=O)(=O)c1ccc(S(=O)(=O)N2CCC(C(=O)NC3CCN(Cc4ccccc4)CC3)CC2)cc1 | 4% | -1%
O=C1c2cccnc2C(=O)N1Cc1ccc(S(=O)(=O)NCc2ccco2)cc1 | -18% | -2%
CCCSc1ccccc1C(=O)N1CCN(C(=O)c2ccco2)CC1 | -18% | -2%
CCCCN(CCCNC(=O)C1CCCN(S(=O)(=O)CCC)C1)Cc1ccccc1 (centres undefined) | -1% | 5%
CCCC1=Nc2cc(C(=O)N3CCC(C(N)=O)CC3)ccc2Sc2ccccc21 | -6% | 25%
Brc1ccc(CNc2ccc3ncccc3c2)cc1 | 0% | 1%
CCOC(=O)C1CCN(C(=O)c2ccc(OC3CCN(C(=O)CCOC)CC3)cc2)CC1 | -8% | 6%
O=c1[nH]c(C2CCCN(S(=O)(=O)c3ccccc3Cl)C2)nc2c1nnn2Cc1ccc2c(c1)OCCO2 (centres undefined) | 0% | 28%
O=C(NNC(=O)C12CC3CC(CC(Cl)(C3)C1)C2)c1csc(N2CCOCC2)n1 | -13% | 9%
O=C(CSc1nnc(CNC(=O)c2cccs2)o1)Nc1cccc(F)c1 | -14% | 3%
COc1ccccc1CN1CC(C(=O)NCCn2nc(C)cc2C)CCC1=O (centres undefined) | -21% | 2%
O=C(O)COc1ccc(NC(=O)c2ccc3c(c2)C(=O)N(Cc2ccccc2)C3=O)cc1 | 24% | 17%
COc1ccc(N2CCN(C(=O)COc3ccc4c(C)cc(=O)oc4c3C)CC2)cc1 | -30% | 3%

Molecules listed so far with an aryl methoxy group, in the order listed:
SMILES | NOD1 NF-kB reporter | NOD2 inhibition
COc1cc(C(=O)NCc2ccncc2)cc(Br)c1OCc1ccccc1 | 2% | 23%
COc1ccc(-c2csc(-n3cccn3)n2)cc1 | -23% | -89%
COc1cc(NC(=O)c2sc3ncn(CC(=O)N4CCC(C)CC4)c(=O)c3c2C)cc(OC)c1OC | -6% | 1%
COc1ccc(C(OCC(O)CNCCc2ccccc2)c2ccc(OC)cc2)cc1 (centres undefined) | -15% | 4%
COc1ccc2sc(NCc3ccccc3)nc2c1 | -6% | -62%
COc1ccc(/C=C2\SC(=S)N(CCC(=O)Nc3cccc(C(=O)O)c3)C2=O)cc1 | 28% | -4%
COc1ccccc1-c1noc2ncnc(Nc3cccc(C)c3)c12 | -8% | 2%
COc1ccccc1C(=O)Nc1ccc2c(c1)nc1n2CCN(C2CCCCC2)C1 | -32% | -4%
COc1ccccc1CN1CC(C(=O)NCCn2nc(C)cc2C)CCC1=O (centres undefined) | -21% | 2%
COc1ccc(N2CCN(C(=O)COc3ccc4c(C)cc(=O)oc4c3C)CC2)cc1 | -30% | 3%

Additional results follow.
SMILES | NOD1 NF-kB reporter | NOD2 inhibition
COc1ccc(C2C3=C(CC(C)(C)CC3=O)N(C)C3=C2C(=O)CC(C)(C)C3)cc1OC | 44% | -7%
CCc1ccccc1NC(=O)CN1CCN(CC(=O)Nc2ccc(-c3ccccc3)cc2)CC1 | -25% | 13%
Cc1ccc(OC(=O)CCS(=O)(=O)c2ccc(C)cc2)cc1 | 24% | 5%
S=C(NCc1ccccc1)Nc1cccc2ccccc12 | -18% | 3%
CCOc1ccc(NC(=S)N2CCC(NC(=O)c3ccccc3)CC2)cc1 | -15% | -6%
CC(=O)c1cccc(OCC(O)CNCCc2ccc(Cl)cc2)c1 (centres undefined) | 11% | -17%
Cc1ccc(S(=O)(=O)N(CC(O)CN2C(=O)NC(C)(C)C2=O)c2cccc([N+](=O)[O-])c2)cc1 (centres undefined) | 36% | 8%
CCN1C(=O)N(CC)c2cccc3cccc1c23 | -16% | 5%
N#Cc1c(N)n(Cc2ccccc2)c(=O)c2cc([N+](=O)[O-])ccc12 | -14% | 5%
COc1ccc(NC(=O)CSc2nncn2C)cc1 | 24% | -16%
Cc1ccc(N2CC(C(=O)NCCN3CCOCC3)CC2=O)cc1C (centres undefined) | -17% | 2%
O=C(NCCc1ccncc1)c1ccc2nc(Cc3cccc(Cl)c3)oc2c1 | -2% | -2%
COc1ccccc1N1CCN(C(=O)Cn2c(=O)oc3cc(S(=O)(=O)N4CCCC4)ccc32)CC1 | -5% | 9%
O=C(O)CCN=CC1=C(O)CC(c2ccccc2)CC1=O (centres undefined) | -28% | 13%
Cc1ccc(NC(=O)Nc2ccc(Cl)c(Cl)c2)nc1 | -10% | -28%
Cc1ccc(O)c(NC(=O)c2ccc3c(c2)C(=O)N(Cc2cccnc2)C3=O)c1 | -3% | 14%
COc1ccccc1CNC(=O)[C@@H](NC(=O)C1CCN(C(=O)[C@@H]2CCCN2)CC1)C(C)C | -11% | 9%
CCOC(=O)C1CCN(S(=O)(=O)c2cc3c4c(c2)C(C)C(=O)N4CCC3)CC1 (centres undefined) | -19% | 7%
COC(=O)c1cn(C(=O)c2ccc(OC)c(OC)c2)c2ccccc12 | -23% | 16%
COc1ccc(OCCC(=O)N2CCN(C)CC2)cc1 | 11% | 20%
CCN1CCN(c2nc(-c3ccccc3)c3ccccc3n2)CC1 | -27% | -2%
Cc1cc(C)c2nc(N3CCC(C(=O)NCCCN4CCCC4=O)CC3)sc2c1 | -32% | -2%
O=c1[nH]c(-c2ccccc2)c(-c2ccccc2)nc1[N+](=O)[O-] | 7% | -37%
COCCSc1nnc(NC(=O)C2CC(=O)N(CCc3ccc(F)cc3)C2)s1 (centres undefined) | -13% | 17%
CC(C)(C)OC(=O)N[C@@H](COCc1ccccc1)C(=O)N[C@@H](CO)[C@H](O)[C@@H]1C[C@@H]1C(=O)N1CCCC1 | 14% | 10%

Next part.
SMILES | NOD1 NF-kB reporter | NOD2 inhibition
COc1cc(C(=O)N/N=C(\C)c2ccccn2)cc(OC)c1OC | 24% | 12%
CCN(C(=O)C1CCN(c2nc(-c3ccc(OC)cc3)no2)CC1)c1ccccc1 | 18% | 27%
COc1cc(/C=C2\SC(=S)N(NC(=O)c3ccccc3O)C2=O)ccc1O | 0% | 17%
O=C1CCCN1Cc1ccccc1 | 40% | 13%
COc1cc2ccccc2cc1C(=O)Nc1ccc(C)cc1 | -28% | 7%
C/C(=N\NC(=O)Cc1ccccc1)c1ccc(Br)s1 | -11% | 1%
COc1ccc(NC(=S)N2CCN(S(C)(=O)=O)CC2)cc1 | -11% | -17%
COc1ccc(Cc2nnc(NC(=O)c3ccccc3Cl)s2)cc1OC | -22% | 18%
Cc1cc(C)cc(NC(=O)CSc2ccc(-c3ccccn3)nn2)c1 | -15% | 0%
CC1CCCCN1S(=O)(=O)c1ccc([N+](=O)[O-])cc1 (centres undefined) | -22% | -13%
Cc1oc2c(c(C)cc3oc(=O)c(CC(=O)N[C@@H](CCCNC(N)=O)C(=O)O)c(C)c32)c1C | 5% | 2%
CC(C)n1c(CN(C)c2ccccc2)nc2ccccc21 | -18% | -2%
CN(Cc1ccccc1F)C(=O)CCCNC(=O)c1ccc(Cl)cc1 | 1% | 22%
NS(=O)(=O)c1cccc(NC(=O)CC2(CC(=O)O)CCCC2)c1 | 42% | -79%
CCCOc1ccc(-c2c(C(=O)N/N=C/c3ccco3)nnn2-c2nonc2N)cc1 | -20% | 24%
CC(C)N1CC(C(=O)Nc2cccc([N+](=O)[O-])c2)CC1=O (centres undefined) | 16% | 4%
CCN1C(=NCC(C)C)N[C@@H](CCc2ccccc2)[C@H](C(=O)NCC(C)C)[C@H]1C | -20% | -4%
O=C(c1cc2cc(Cl)ccc2[nH]1)N1CCN(c2ccccn2)CC1 | -14% | 4%
O=C(O)CCC(=O)N1CCc2c([nH]c3ccccc23)C1C(F)(F)F (centres undefined) | -10% | 0%
CCOc1ccc(NC(=O)C2CCN(S(=O)(=O)CC)CC2)cc1 | 9% | 5%
CCOc1ccc(NC(c2ccccc2)P(=O)(OC)OC)cc1 (centres undefined) | 73%* | -48%
FC(F)(F)c1ccccc1-n1c(-c2ccco2)n[nH]c1=S | -3% | 6%
Cc1ccc(-c2c(C(=O)N/N=C/c3ccc(C)o3)nnn2-c2nonc2N)cc1 | -16% | 2%
COc1ccc(CSc2nnc(-c3ccncc3)n2N)cc1 | -5% | 11%
CCOC(=O)N1CCN(C(=O)COC(=O)Cc2ccc(Cl)cc2)CC1 | -1% | 8%

Next results follow:
SMILES | NOD1 NF-kB reporter | NOD2 inhibition
Cc1cccc(N2CCN(Cc3ccc(Br)o3)CC2)c1C | -12% | 4%
C(=C\c1ccccc1)/CN1CCN(Cc2ccc3c(c2)OCO3)CC1 | -47% | -38%
CC(C)(C)c1nn(-c2ccccc2)c2[nH]c(=O)c(C=O)cc12 | 39% | 47%
Cc1ccc(CCN2CC(C(=O)NC3CCCCC3)CC2=O)cc1 (centres undefined) | -17% | 4%
O=S(=O)(Nc1ccccn1)c1cc(Cl)ccc1Cl | -5% | -13%
CCN(c1cccc(C)c1)S(=O)(=O)c1ccc2c(c1)CCCN2C(C)=O | -35% | 2%
Cc1c(C(=O)NCc2nnc(-c3ccccc3)o2)oc2c(F)cccc12 | -17% | 5%
Cc1ccccc1C(=O)Nc1c(C)[nH]c(=O)[nH]c1=O | -1% | 5%
O=C(NCc1ccccc1OC(F)(F)F)C1CCC(=O)N(CCc2ccccn2)C1 (centres undefined) | -26% | -7%
COc1ccc(CCCNC(=O)C2CCC(=O)N(CCc3cccc(F)c3)C2)cc1 (centres undefined) | 2% | 11%
CCC(C)c1ccc(NC(=O)c2c([N+](=O)[O-])cnn2CC)cc1 (centres undefined) | 9% | 2%
COc1ccc2cc(C(=O)N3CCN(Cc4ccc5c(c4)OCO5)CC3)[nH]c2c1 | 23% | 31%
Cn1c(N)c(S(=O)(=O)N2CCN(c3cccc(Cl)c3)CC2)c(=O)n(C)c1=O | -18% | 12%
COC(/C(=N/O)c1ccc(Cl)cc1)c1ccccc1 (centres undefined) | -10% | -4%
Cc1ccc(C(=O)N/C(=C/c2ccco2)C(=O)Nc2cccc(C(=O)O)c2)cc1 | -1% | -7%
